From PubChem
PGK inhibitor = inhibitors of T. brucei phosphoglycerate kinase; P07378; AID 602233; Potency, µM (titrated, usually from 57.5 µM), without a hit: top-dose activity change, negative = inhibition, hits mostly inhibitors; PGK/GAPDH coupled, Kinase-Glo luminescence, 60 min; 380,000 compounds, 0.043% hits; note: potency is the fitted concentration of half-maximal effect; % is set by controls: 0 for no effect and ±100 for the full control effect; nearly all actives have a fitted effect of over 60% in size
Target sequence (P07378 whole entry, looked up): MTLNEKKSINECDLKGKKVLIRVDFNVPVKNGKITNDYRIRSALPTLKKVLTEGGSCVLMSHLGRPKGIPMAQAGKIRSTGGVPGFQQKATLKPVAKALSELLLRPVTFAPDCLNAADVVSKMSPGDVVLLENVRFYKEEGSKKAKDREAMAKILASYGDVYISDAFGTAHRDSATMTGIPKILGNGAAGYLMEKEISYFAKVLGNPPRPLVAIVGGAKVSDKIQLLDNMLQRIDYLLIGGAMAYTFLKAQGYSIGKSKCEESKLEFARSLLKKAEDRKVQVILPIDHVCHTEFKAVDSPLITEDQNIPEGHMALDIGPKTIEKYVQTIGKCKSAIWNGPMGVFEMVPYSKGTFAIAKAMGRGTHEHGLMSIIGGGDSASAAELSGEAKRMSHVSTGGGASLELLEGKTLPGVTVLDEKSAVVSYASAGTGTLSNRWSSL
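Recombinant glycosomal PGK reaction used 1,3-bisphosphoglycerate generated in-well by GAPDH (100nM final) in 100mM TEA pH 7.6, 5mM MgCl2, 0.01% Tween-20. After 60 minutes at room temperature, ATP was read by Kinase-Glo Plus luminescence end-point.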
mIDH1 inhibitor = blocks human mutant IDH1 R132H enzyme; O75874; IDH1-R132H enzyme, NADPH consumption, diaphorase/resazurin fluorescence; Potency, µM (doses to about 76.6 µM), inactives show at the highest dose activity change, negative = inhibition, usual class: inhibitors; 390,000 compounds, 0.093% hits; AID 602179; note: potency is the fitted concentration of half-maximal effect; % is set by controls: 0 for no effect and ±100 for the full control effect; nearly all actives have a fitted effect of over 65% in size
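IDH1-R132H (0.5 ug/mL) preincubated 30 min with compound, then NADPH (0.016 mM) and alpha-KG (2 mM) added; 80 min at RT, pH 7.5. Remaining NADPH coupled via diaphorase/resazurin to fluorescence (540/590 nm); concentration-response curves normalized to no-enzyme control.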
GLS inhibitor = glutaminase GLS (human) inhibition. AID 624170. O94925. 410,000 compounds, 0.21% hits. Potency, µM (highest dose often 45.5 µM), for the others: at the top dose activity change, negative = inhibition, most hits filed as inhibitors. GLS enzymatic activity, qHTS titration; note: potency is the fitted concentration of half-maximal effect; % is set by controls: 0 for no effect and ±100 for the full control effect
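Read-out is an Amplex red fluorescence increase coupled through glutamate oxidase and HRP, measured before and after 30 min room-temperature incubation. hKGA is in 45 mM KH2PO4 (pH 8.2) with 0.02% Tween-20; glutamine added as 1mM solution.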
Pin1 inhibitor = inhibitors of human Pin1. Q13526. Pin1 FP peptide displacement, HiFluor488, 10 min. Potency, µM (doses to about 115 µM), for the others: at the top dose activity, negative = inhibition, most hits filed as inhibitors. 390,000 compounds, 0.009% hits. AID 504891; active = well fitted inhibition curve with a large enough effect in the polarisation, with a control signal flat, not every such curve was filed as active; inconclusive = small, poorly fitted or top-dose-only effect, or effect the other way, or a change in a side signal; inactive = no such curve, though single readings can be large or run the other way; the % refers to the polarisation; note: potency is the fitted concentration of half-maximal effect; % is set by controls: 0 for no effect and ±100 for the full control effect
Target sequence (Q13526 whole entry, looked up): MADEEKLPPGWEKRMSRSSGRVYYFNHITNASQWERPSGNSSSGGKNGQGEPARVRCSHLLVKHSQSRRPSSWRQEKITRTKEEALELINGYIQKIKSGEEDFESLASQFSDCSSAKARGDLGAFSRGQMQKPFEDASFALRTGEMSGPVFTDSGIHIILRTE
HP1b binding inh = inhibitors of HP1-beta chromodomain binding to methylated histone tails; AlphaScreen HP1-beta / biotin-H3K9me3 peptide binding; 390,000 compounds, 0.56% hits; AID 540317; Potency, µM (top dose mostly 114 µM), for the others: at the highest dose activity change, negative = inhibition, usual class: inhibitors; P83916; note: potency is the fitted concentration of half-maximal effect; nearly all actives have a fitted effect of over 70% in size; inactives centre near 23
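Compound inhibition of the preformed complex between 50 nM HP1-beta and 50 nM biotinylated H3K9me3 peptide was read by AlphaScreen. Buffer was PBS pH 7.4 with 0.01% Tween-20. Incubations ran 30 min at room temperature, with 10 ug/mL donor/acceptor beads.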
USP1-UAF1 inh = USP1/UAF1 (human) deubiquitinase inhibition. recombinant USP1/UAF1, Ub-Rhodamine cleavage fluorescence. O94782. 390,000 compounds, 0.23% hits. AID 743255. Potency, µM (highest dose often 57.1 µM), inactives show at the top dose activity change, negative = inhibition, usual class: inhibitors; note: potency is the fitted concentration of half-maximal effect; % is set by controls: 0 for no effect and ±100 for the full control effect; nearly all actives have a fitted effect of over 60% in size; inactives centre near -12
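In this screen, compounds sit with the deubiquitinase complex (1nM) for 15 min at room temperature before Ub-Rho is added at 150nM final. Fluorescence rise is then followed for 6 reads every 60 seconds.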
PI4K2A inh = blocks human PI4K2A kinase activity; AID 1346378; activity change, negative = inhibition, % at 76.9 µM; purified PI4K2A, ADP-Glo luminescence, 1 h; active compounds read low; 420,000 compounds, 0.13% hits; in the data active = activity change below about -50%; inconclusive = mostly about -30% to -49%;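 note: -100% = wells without enzyme as full effect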
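Compounds are screened against recombinant PI4K2A using PI as substrate and ATP, the latter dispensed at 300 microM. Reactions run one hour at ambient temperature before ADP-Glo detection; full inhibition defined by wells lacking enzyme.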
rTrxR1 inhibitor = blocks rat thioredoxin reductase 1; AID 588453; 390,000 compounds, 1% hits; Potency, µM (series often up to 114 µM), without a hit: at the highest dose activity change, negative = inhibition, hits mostly inhibitors; O89049; recombinant rTrxR1, NADPH fluorescence consumption, selenite substrate; note: potency is the fitted concentration of half-maximal effect; % is set by controls: 0 for no effect and ±100 for the full control effect; nearly all actives have a fitted effect of over 65% in size
Target sequence (O89049 whole entry, looked up): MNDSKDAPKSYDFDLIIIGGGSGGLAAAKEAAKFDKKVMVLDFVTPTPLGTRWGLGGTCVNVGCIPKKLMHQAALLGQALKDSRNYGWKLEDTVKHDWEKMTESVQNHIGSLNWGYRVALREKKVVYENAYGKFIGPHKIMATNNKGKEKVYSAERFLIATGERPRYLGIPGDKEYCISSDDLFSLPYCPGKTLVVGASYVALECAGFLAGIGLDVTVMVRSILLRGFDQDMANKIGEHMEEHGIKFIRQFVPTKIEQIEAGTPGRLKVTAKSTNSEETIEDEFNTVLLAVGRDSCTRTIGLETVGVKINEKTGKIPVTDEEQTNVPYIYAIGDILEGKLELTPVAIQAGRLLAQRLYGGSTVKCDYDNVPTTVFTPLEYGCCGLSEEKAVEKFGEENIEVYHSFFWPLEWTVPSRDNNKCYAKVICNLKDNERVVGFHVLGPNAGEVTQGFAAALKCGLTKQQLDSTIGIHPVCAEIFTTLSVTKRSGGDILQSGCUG
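Rat TrxR1 (90 nM in the dispensed reagent) was pre-reduced with 400 uM NADPH for 5 min at room temperature, then incubated with compound for 15 min. After 400 uM selenite was added, NADPH fluorescence (Ex 340/Em 450 nm) was followed for 8 min.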
TrxR1 substrate = rat thioredoxin reductase 1 substrate activity; purified TrxR1 substrate turnover, NADPH consumption readout; AID 588456; 390,000 compounds, 0.01% hits; Potency, µM (doses to about 114 µM), for the others: at the top dose activity change, negative = substrate turnover; O89049; note: potency is the fitted concentration of half-maximal effect; % is set by controls: 0 for no effect and ±100 for the full control effect; nearly all actives have a fitted effect of over 50% in size
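Rat TrxR1, dispensed at 90 nM, was prereduced with 400 uM NADPH (final) for 5 min at ~22 deg C, then incubated with compound 15 min before 400 uM selenite. A first-read NADPH fluorescence drop versus no-compound background flagged substrates.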
Active calls of the source: *; i = inactive; ? = inconclusive; · = not tested or not shown; & = joins results of further samples; [ ] = remark or other dose. Unless noted, calls come from the whole dose curve; as a rule, active = well fitted curve in the direction sought with a large enough effect; inconclusive = small, poorly fitted or top-dose-only effect, or another doubt; inactive = no such curve, though single readings can be large; an effect the other way counts as inactive or inconclusive. An excerpt; count on the stated rates, not on these rows.

SMILES	PGK inhibitor	mIDH1 inhibitor	GLS inhibitor	Pin1 inhibitor	HP1b binding inh	USP1-UAF1 inh	PI4K2A inh	rTrxR1 inhibitor	TrxR1 substrate
CCOC(=O)C1CCN(S(=O)(=O)c2nc3nc(C)cc(C)n3n2)CC1	-9.6%	2.8%	-2.4%	?	-16.4%	-7.2%	-9.3	-3.9%	-9.0%
Cc1cccc(/C=C/C(=O)c2cc(Br)ccc(=O)c2O)c1	i	9.2%	23.5%	?	?	?	-15.5	?	2.4%
CC(=O)c1c(C)[nH]c(C(=O)CSc2nnc(-c3ccccc3)o2)c1C	-3.7%	0.3%	-1.7%	7.2%	38.3%	-5.1%	0.1	10.3%	-5.0%
Cn1c(CSc2nc3ccccc3s2)nnc1SCC(=O)NCc1ccccn1	0.4%	3.3%	-10.1%	?	-8.7%	-17.9%	3.6	-2.5%[11.4 µM]	0.4%[11.4 µM]
Cc1onc(-c2ccccc2)c1C(=O)NCC1CCN(C(=O)c2c(-c3ccccc3)noc2C)CC1	-6.3%	17.2%	9.3%	2.6%	24.9%	-2.9%	-12.8	-2.3%	-7.4%
CCN1CCN(Cc2ccc(NC(=O)c3cc(NC(=O)C4=NN(c5ccccc5)C(=O)C4)cc(OC)c3)cc2C(F)(F)F)CC1	-3.6%&-10.9%	-3.8%&4.9%	-11.7%&7.9%	3.6%	-8.2%	-11.0%&10.7%	-0.3&-5.8	23.3%[57.1 µM]	8.4%[57.1 µM]
CC1=C(C)C(=O)C(N2CCOCC2)=CC1=O	4.3%	21.6%	0.7%	?	-3.3%	-7.4%	-2.2	-14.8%	-8.6%
COc1cccc(N2CCN(CC(=O)Nc3ccnn3C3CCCC3)CC2)c1	0.1%	-4.5%	17.9%	0.6%	26.9%	-11.7%	0.9	11.2%	-7.3%
Oc1ccc(Cl)cc1/C=C/c1ccc2cccc(O)c2n1	-0.3%	0.0%	12.2%	0.2%	-1.0%	-26.7%	0.9	10.5%[57.1 µM]	3.0%[57.1 µM]
Cc1ccc(Cn2nc(C)c(NC(=O)CCCn3nc(C)c([N+](=O)[O-])c3C)c2C)cc1	-0.8%	7.1%	7.0%	2.7%	31.8%	5.5%	-4.6	-15.8%	-12.8%
COc1ccc(C(CNC(=O)c2ccc(C)c(S(=O)(=O)N3CCCCC3)c2)N2CCCC2)cc1 (stereo unspecified)	-1.0%	2.2%	4.3%	-3.5%	17.7%	-15.0%	-0.2	-3.1%	1.7%
[O-][N+]12CCCCC1CCCC2CO (stereo unspecified)	-1.8%	-3.6%	4.3%	-6.6%	30.3%	-1.6%	-5.3	14.3%	-0.7%
Cc1ccc(-c2nc(C)c(CCNC(=O)c3ccccc3Br)s2)cc1	-6.1%	-1.0%	5.0%	1.6%	15.2%[57 µM]	-24.7%	-6.9	23.3%[57.1 µM]	6.7%[57.1 µM]
Clc1ccc(-c2noc(-c3cccnc3NCc3ccco3)n2)cc1	7.4%	2.3%	0.2%	-0.2%	21.4%	-11.9%	-3.1	7.1%	-5.4%
COc1ccc(-c2nc(C#N)c(NCc3ccccc3Cl)o2)cc1	8.4%	10.7%	6.8%	2.0%	11.4%	-12.0%	-0.3	18.6%	21.3%
CCN1CCN(c2nc(-c3ccccc3Cl)nc3ccccc23)CC1	-0.9%	-3.4%	2.9%	-3.7%	31.0%	-12.0%	5.1	?	1.9%
COc1ccc(NC(=O)Cn2c(=O)n(Cc3nc(-c4ccccc4)no3)c(=O)c3ccccc32)cc1Cl	i	0.0%	-0.7%	-0.5%	26.7%	0.0%	-2.5	6.3%	-1.8%
CCOC(=O)NN1C(=O)c2ccccc2NC1c1ccccc1O (stereo unspecified)	i	1.3%	10.6%	-4.5%	33.4%	-3.5%	-2.9	?	96.8%[activator]
O=C(NCCCc1ccccc1)c1cc(COc2c(F)cccc2F)on1	0.7%	4.2%	7.8%	-0.8%	89.5%[activator]	-9.1%	2.9	26.2%	-3.6%
CCOC(=O)c1cc(NC(=O)c2ccco2)ccc1N1CCOCC1	-7.2%	14.9%	-8.3%	9.5%	52.9%[activator]	-3.6%	-7.7	?	-3.3%[57.1 µM]
COc1cc2c(cc1OC)CN(C(=O)CN1CCN(S(=O)(=O)c3ccccc3)CC1)CC2	1.9%	-10.4%	-1.1%	-1.9%	25.5%	-23.1%	4.3	?	-5.7%
CCOc1ccc(CCNC(=O)CN2C(=O)CCSc3ccccc32)cc1	0.2%	-2.7%	1.8%	-0.2%	60.6%[activator]	-22.6%	6.9	10.3%	2.1%
O=c1[nH]c(CSc2ncnc3sccc23)nc2cc(C(F)(F)F)ccc12	-9.2%	1.0%	0.9%	?	35.5%	-15.6%	4.6	10.1%	9.0%
CC1CC(C)CN(CC(=O)Nc2cc(S(=O)(=O)N3CCOCC3)ccc2N2CCCC2)C1 (stereo unspecified)	-6.2%	-2.2%	17.8%	-7.5%	29.8%	-15.9%	1.9	25.2%	0.0%
COc1ccc(C2CC(c3ccccc3)=NN2C(=O)CSc2nccc(=O)[nH]2)cc1 (stereo unspecified)	-12.3%	-0.6%	?	0.3%	24.7%	-7.1%	-0.1	8.9%[57.1 µM]	-16.9%[57.1 µM]
More compounds:
SMILES	PGK inhibitor	mIDH1 inhibitor	GLS inhibitor	Pin1 inhibitor	HP1b binding inh	USP1-UAF1 inh	PI4K2A inh	rTrxR1 inhibitor	TrxR1 substrate
CCOC(=O)c1ccc(NC(=O)CS(=O)(=O)c2cn(CC)c3ccccc23)cc1	-4.1%	-0.5%	-7.3%	-2.5%	9.3%	-1.5%	-0.4	-20.4%	-5.6%
O=C(Nc1ccc(F)cc1F)c1cc2ccc3cccnc3c2[nH]1	-21.6%	-15.3%	-10.7%	22.5%	24.3%	-18.7%	-23.3	18.2%	-4.9%
CCCOc1ccc(CSC2=NCCN2)cc1[N+](=O)[O-]	-6.9%	6.3%	-10.4%	-3.5%	39.2%[activator]	-16.3%	8.3	11.3%	0.8%
COc1ccc(C)cc1NC(=O)C1CC(=O)OC12CCCCC2 (stereo unspecified)	2.8%	5.9%	-21.4%	-2.0%	20.7%	-10.8%	1.3	3.8%	4.3%
COc1ccc(C(=O)NNC(=O)C2CCCN(C3CC(=O)N(c4ccccc4)C3=O)C2)cc1 (stereo unspecified)	-8.0%	13.6%	0.2%	-9.4%	78.2%[activator]	-15.2%	5.6	2.7%	-0.8%
CC1Cc2nc(SCC(=O)NCc3ccccc3)n(Cc3ccccc3)c(=O)c2S1 (stereo unspecified)	i	0.0%	-3.5%	13.0%	44.2%	-18.2%	-1.1	4.5%[57.1 µM]	10.9%[57.1 µM]
CCN(CC)CCNC(=O)CS(=O)Cc1nc(-c2ccc(C)cc2)oc1C (stereo unspecified)	-1.2%	0.6%	8.4%	-2.8%	6.6%	-7.1%	-1.0	13.8%	7.0%
Cc1ccc(CSCCNC(=O)C2CCN(S(=O)(=O)Cc3ccccc3)CC2)cc1	7.3%	-7.2%	4.6%	0.7%	39.1%[activator]	-22.2%	0.6	-4.7%	3.5%
Cc1c(CCO)c(=O)[nH]n1S(=O)(=O)c1ccc([N+](=O)[O-])cc1	-0.2%	-11.5%	-0.5%	-6.3%	18.8%	-15.1%	-2.0	-3.9%	-1.9%
c1cncc(Nc2nc(-c3cccnc3)cs2)c1	-4.6%	1.9%	2.5%	4.9%	13.7%	-19.7%	-6.8	-4.6%[57.1 µM]	4.9%[57.1 µM]
COc1ccc(OCC(=O)NNC(=O)c2ccccn2)cc1	5.9%	2.3%	2.5%	0.4%	·	-4.7%	-16.5	10.5%	-5.0%
CCOC(=O)c1c(N)sc(C(=O)OCCOC)c1C	-0.6%	5.4%	?	-0.1%	?	-17.8%	0.5	6.8%[57.1 µM]	-15.7%[57.1 µM]
O=C(CSc1ncn[nH]1)N1CCN(S(=O)(=O)c2ccccc2)CC1	5.3%	-3.8%	-6.5%	1.6%	34.3%	3.9%	0.7	9.2%	4.8%
CC1(C)Cc2nc3sc4c(SCC(=O)NC(c5ccccc5)c5ccccc5)ncnc4c3cc2CO1	-1.8%	2.6%	-5.5%	5.3%	24.1%	-5.1%	-4.4	-8.1%[57.1 µM]	-6.7%
O=C(Nc1ccc(Cl)cc1)c1nc[nH]c1C(=O)Nc1ccccc1F	-2.3%	1.5%	-2.5%	·	·	-15.0%	4.8	·	·

Single records, from the list above.
Listed for CC1Cc2nc(SCC(=O)NCc3ccccc3)n(Cc3ccccc3)c(=O)c2S1 (stereo unspecified) : PGK inhibitor = i; mIDH1 inhibitor = 0.0%; GLS inhibitor = -3.5%; Pin1 inhibitor = 13.0%; HP1b binding inh = 44.2%; USP1-UAF1 inh = -18.2%; PI4K2A inh = -1.1; rTrxR1 inhibitor = 4.5%[57.1 µM]; TrxR1 substrate = 10.9%[57.1 µM]
Listed for O=C(Nc1ccc(F)cc1F)c1cc2ccc3cccnc3c2[nH]1 : PGK inhibitor = -21.6%; mIDH1 inhibitor = -15.3%; GLS inhibitor = -10.7%; Pin1 inhibitor = 22.5%; HP1b binding inh = 24.3%; USP1-UAF1 inh = -18.7%; PI4K2A inh = -23.3; rTrxR1 inhibitor = 18.2%; TrxR1 substrate = -4.9%
